PKA-R1A act: activators of PKA-R1A complex; AID 504707; 340,000 compounds, 0.083% hits; PKA-R1A dissociation, Cy5-IP20 fluorescence polarization; scaled: DMSO 0%, 113 µM cGMP 100%; activation, % at 11.4 µM; P00514+P68181;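 active = percent activation above the mean of all tested compounds plus 3 SD, cut at about 19% in these data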;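 also: higher means more PKAc released from R1A so a rise in polarization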
MOR-DOR inv ag: inverse agonists of human mu-delta opioid receptor heterodimerization; P35372+P41143; inhibition, % at 9.3 µM; cell-based MOR-DOR heterodimer luminescence, inverse agonism; 340,000 compounds, 0.21% hits; AID 504357; in the data active = inhibition above about 22%, passing the limit was not always enough;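 also: 0% = cells with DMSO and 100% = wells without cells with DMSO; values of inactives mirror those of a sister screen read the other way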
Target sequence (P35372 whole entry, looked up): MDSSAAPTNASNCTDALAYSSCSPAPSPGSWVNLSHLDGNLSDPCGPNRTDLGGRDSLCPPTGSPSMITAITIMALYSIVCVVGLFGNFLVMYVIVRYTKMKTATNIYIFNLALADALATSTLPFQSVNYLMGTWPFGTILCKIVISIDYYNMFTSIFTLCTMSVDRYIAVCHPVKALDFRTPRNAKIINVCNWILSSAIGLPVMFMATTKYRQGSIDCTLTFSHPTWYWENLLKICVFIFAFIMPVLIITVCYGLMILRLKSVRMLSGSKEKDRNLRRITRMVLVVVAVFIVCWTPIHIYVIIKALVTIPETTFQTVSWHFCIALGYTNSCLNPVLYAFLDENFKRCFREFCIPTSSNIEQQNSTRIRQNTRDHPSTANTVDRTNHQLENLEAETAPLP
Target sequence (P41143 whole entry, looked up): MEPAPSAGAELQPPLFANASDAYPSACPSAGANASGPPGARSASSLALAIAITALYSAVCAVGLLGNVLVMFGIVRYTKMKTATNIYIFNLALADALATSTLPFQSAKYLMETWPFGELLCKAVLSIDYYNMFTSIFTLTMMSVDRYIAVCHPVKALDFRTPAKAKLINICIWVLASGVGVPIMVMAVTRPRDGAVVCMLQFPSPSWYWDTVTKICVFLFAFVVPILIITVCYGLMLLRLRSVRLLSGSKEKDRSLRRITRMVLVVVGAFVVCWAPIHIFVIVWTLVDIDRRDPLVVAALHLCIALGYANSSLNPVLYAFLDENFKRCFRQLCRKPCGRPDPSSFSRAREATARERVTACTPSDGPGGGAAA
DAGLB inh: blocks human DAGLB lipase activity. 340,000 compounds, 0.059% hits. HEK293T DAGLB membrane lysate, EnzChek fluorogenic substrate. Q8NCG7. inhibition, % at 5.17 µM; in the data active = inhibition above about 34%;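 also: 0% = enzyme with vehicle and 100% = wells lacking enzyme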
OPRM1-OPRD1 ag: OPRM1-OPRD1 heterodimerization agonism. P35372+P41143. cells, luminescence. activation, % at 9.3 µM. 340,000 compounds, 0.3% hits; in the data active = activation above about 18%;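 also: 0% = vehicle-treated cells and 100% = reference agonist; values of inactives mirror those of a sister screen read the other way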
HTR5A ag: HTR5A agonism, opioid heterodimer counter-screen. P47898. HTR5A agonist assay, luminescence, cell-based. activation, % at 9.3 µM. 340,000 compounds, 0.61% hits; in the data active = activation mostly above about 9.5%, no sharp cut-off; inactive = mostly below about 7.6%;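 also: 0% = cells with vehicle only and 100% = reference agonist; strong numbers were not always called active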
PKA-R2B act: activates the human PKA-R2B holoenzyme complex; P22694+P31323; PKA-R2B holoenzyme dissociation, Cy5-IP20 fluorescence polarization; R2B truncated from residue 108, S112A mutant; 0% DMSO only, 100% 113 µM cGMP; activation, % at 11.4 µM; 340,000 compounds, 0.079% hits; AID 504700;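 active = activation above a cutoff set at the mean over all compounds plus 3 SD, cut at about 18% in these data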;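 also: higher means more holoenzyme dissociation and a rise in polarization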
HTR5A inv ctr: HTR5A inverse agonism, opioid heterodimer counter-screen; P47898; AID 504634; inhibition, % at 9.3 µM; 340,000 compounds, 0.083% hits; HTR5A cell line, luminescence; in the data active = inhibition mostly above about 23%, no sharp cut-off; inactive = mostly below about 18%;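 also: 0% = cells with DMSO and 100% = no-cell wells with DMSO; some compounds called inactive have numbers as strong as hits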
Arrestin-AP2 inh: inhibitors of human beta-arrestin and AP2 interaction. 340,000 compounds, 0.31% hits. inhibition, % at 10 µM. AID 504490. FITC-arrestin peptide / GST-AP2 beads, flow cytometry; AP2 beta2 appendage carries R879A mutation;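 active = inhibition above a set limit, near 3 SD of compounds lacking own fluorescence, cut at about 54% in these data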;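 also: plate controls were DMSO wells for no effect and 5 µM unlabelled arrestin peptide for full effect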
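Test system: GST-tagged AP2 beta2-adaptin appendage (R879A) on 4 µm glutathione beads; also added: fluorescein-tagged arrestin peptide at 50 nM final; timing: 12 min plus 1 h, RT; signal: flow cytometry, FL1 (488/535 nm); read-out: percent drop in bead-associated FITC signal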
DSG3 Ab inh: blocks pemphigus antibody binding to human desmoglein-3; binding (percent of control), % at 10 µM; DSG3-coupled beads, scFv-anti-DSG3-GFP binding, flow cytometry; hits give low values; 310,000 compounds, 0.48% hits; P32926;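 active = binding more than 3 SD below its plate's average and above zero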;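 also: hits lower antibody fragment binding to DSG3; some compounds called inactive have numbers as strong as hits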
V-ATPase pH: regulators of yeast V-ATPase proton transport; S. cerevisiae, pHLuorin cytosolic pH fluorescence; response, % at 10 µM; 350,000 compounds, 0.37% hits; in the data active = response mostly above about 7.3%, no sharp cut-off; inactive = mostly below about 5.4%; also: actives read high; inactives centre near 0; some compounds called inactive have numbers as strong as hits; reference of the scale not given here
An asterisk follows results filed as active; . = not tested or not shown.

cpd	Compound	PKA-R1A act	MOR-DOR inv ag	DAGLB inh	OPRM1-OPRD1 ag	HTR5A ag
1	O=Cc1cn(CC(=O)N2CCOCC2)c2ccccc12	-2	13	-2	-2.4	8
2	Cc1ccccc1Cn1nc(C)c(NC(=O)C2c3ccccc3Oc3ccccc32)c1C	2	8	-2	-1.1	-7
3	Fc1ccccc1NC(=S)NCc1ccc(Cl)cc1	-6	-4	-7	0.8	6
4	O=C(N/N=C/C=C/c1ccccc1)c1cnccn1	1	6	-1	-1.0	6
5	CCCC(=O)NC(c1ccc(OC)cc1)c1c(O)ccc2ccccc12 (configuration not stated)	2	22	-2	-4.7	-5
6	O=C(Nc1cc(Sc2ccccn2)cc([N+](=O)[O-])c1)c1ccc([N+](=O)[O-])cc1	-1	-147	0	32*	14*
7	O=C(O)Cn1cnc2c(=S)nc[nH]c21	10	4	2	-0.7	7
8	CN(C)S(=O)(=O)c1ccc2c(c1)nc1n2CCC1	0	6	-2	-1.1	-1
9	CC1CCCCC12NC(=O)N(CC(=O)Nc1ccc(N3CCOCC3)cc1)C2=O (configuration not stated)	9	9	-1	-1.5	0
10	O=[N+]([O-])c1ccc(/C=N/N2CCN(c3ccncc3S(=O)(=O)N3CCCCC3)CC2)cc1	7	-9	3	1.9	2

cpd	PKA-R2B act	HTR5A inv ctr	Arrestin-AP2 inh	DSG3 Ab inh	V-ATPase pH
1	3	-19	-21	108	1
2	-5	-4	7	100	-2
3	5	-26	8	101	7
4	-14	20	3	.	1
5	-1	17	-9	111	1
6	-1	-13	6	114	-7
7	-8	-20	-16	89	-1
8	-10	2	29	101	0
9	10	0	6	96	5
10	8	30	20	102	2

Additional results:
cpd	Compound	PKA-R1A act	MOR-DOR inv ag	DAGLB inh	OPRM1-OPRD1 ag	HTR5A ag
11	O=C(C1=NN(c2ccccc2)C2C(=O)N(c3ccc(Cl)cc3)C(=O)C12)c1ccccc1 (configuration not stated)	1	6	-2	-1.2	1
12	CCn1c(SCC(=O)NCCc2ccc(Cl)cc2)nnc1-c1cccs1	-5	17	2	-3.2	3
13	Cc1ccc(-c2ocnc2C(=O)N2CCN(C(=O)c3cccs3)CC2)cc1	10	11	-1	-2.1	-1
14	COC(=O)C(Cc1cncn1COCc1ccccc1)NC(=O)OC(C)(C)C (configuration not stated)	-3	1	-1	-0.2	10
15	COc1ccc(C)cc1NC(=O)C1CCCN(S(=O)(=O)c2ccc(-n3cnnn3)cc2)C1 (configuration not stated)	-12	10	-3	-1.8	8
16	COc1ccc(-n2cnnc2SCC(=O)Nc2nc(C)c(Cl)cc2Cl)cc1	-15	18	3	-3.3	6
17	CCOC(=O)CNS(=O)(=O)Cc1ccccc1	-3	-7	0	1.2	-1
18	COC(=O)c1sc(NC(=O)c2c(-c3ccccc3)noc2C)nc1C	-15	-4	-6	0.7	2
19	Cc1cc(=O)[nH]c(N/N=C/c2ccc(Cl)cc2Cl)n1	7	-4	-1	0.8	0
20	CCCN1CCN(CC(=O)NCC(=O)Nc2cccc(C)c2C)CC1	-17	25	-1	-4.8	-2

cpd	PKA-R2B act	HTR5A inv ctr	Arrestin-AP2 inh	DSG3 Ab inh	V-ATPase pH
11	0	-25	15	104	-20
12	19*	3	-6	100	2
13	4	3	-6	106	7
14	5	-22	8	100	0
15	5	-24	24	96	-3
16	-1	-15	-11	110	2
17	-9	4	15	100	0
18	-8	-4	31	106	3
19	-2	0	0	98	3
20	12	5	-1	97	-1

Additional results:
cpd	Compound	PKA-R1A act	MOR-DOR inv ag	DAGLB inh	OPRM1-OPRD1 ag	HTR5A ag
21	COCCNCC(O)CON=C1c2ccccc2-c2ccccc21 (configuration not stated)	-6	-6	-1	1.1	-2
22	COc1ccc(CN2CCNC(=O)C2CC(=O)N(C)CC2CCOCC2)c(F)c1 (configuration not stated)	-11	8	-1	-1.9	0
23	COc1ccc(NC(=O)c2ccc(COCC(F)(F)C(F)F)cc2)cc1	1	-4	-4	0.8	-1
24	Fc1cccc2sc(Nc3nc4ccccc4s3)nc12	2	-33	-6	5.7	-3
25	Cc1ccc(CCNC(=O)C2CCN(S(=O)(=O)c3c(C)nn(C)c3C)CC2)cc1	-2	-6	0	1.1	3
26	O=C(O)c1ccccc1SCC(=O)N1c2ccccc2Sc2ccccc21	-6	-8	6	1.5	3
27	O=C(Nc1ccc2c(c1)OCO2)c1cnn2c1NC(c1ccco1)CC2C(F)(F)F (configuration not stated)	-5	-6	2	1.4	4
28	Cc1nn(-c2ccccc2)c(OC(=O)c2cccs2)c1S(=O)(=O)c1ccccc1	-8	-1	1	0.1	4
29	Cn1c(=O)c2sccc2n(Cc2cccc(Br)c2)c1=O	-12	5	-2	-0.9	8
30	O=C(NCCc1ccco1)C(=O)NCC1OCCCN1S(=O)(=O)c1ccccc1 (configuration not stated)	-9	6	2	-1.4	-3

cpd	PKA-R2B act	HTR5A inv ctr	Arrestin-AP2 inh	DSG3 Ab inh	V-ATPase pH
21	3	6	34	106	3
22	2	-1	-13	109	-3
23	6	14	10	125	-1
24	-7	10	-3	102	0
25	-6	-8	1	.	0
26	0	-9	-9	87	0
27	0	-10	3	102	1
28	8	-10	8	94	4
29	8	6	5	108	-3
30	-8	9	-13	106	3

Later entries:
cpd	Compound	PKA-R1A act	MOR-DOR inv ag	DAGLB inh	OPRM1-OPRD1 ag	HTR5A ag
31	COc1ccc(OC)c(C(c2nnnn2Cc2ccco2)N2CCN(C)CC2)c1 (configuration not stated)	-11	-2	-2	0.3	-4
32	COc1ccccc1CNC(=S)NCc1ccc(Cl)cc1	3	-6	-2	1.8	6
33	COc1ccc(N(C(=O)Cc2cccs2)C2C=CS(=O)(=O)C2)cc1 (configuration not stated)	0	8	0	-1.8	1
34	COc1ccc(C(=O)NC(=S)Nc2ccc(NC(=O)c3ccco3)cc2)cc1[N+](=O)[O-]	-3	9	0	-1.6	1
35	COc1cccc(CNc2ccc3c(c2)ncn3C)c1OC	-9	17	0	-3.7	1
36	CCOC(=O)c1cc(-c2sc(NC(=O)c3ccccc3)nc2C)n(CCO)n1	-2	.	0	.	.
37	Cc1ccc(S(=O)(=O)N2CC(O)CC2C(=O)OCC(=O)Nc2ccc([N+](=O)[O-])cc2C(F)(F)F)cc1C (configuration not stated)	0	-9	0	2.3	0
38	O=C(N/N=C/c1cn(-c2ccccc2)nc1-c1cc2ccccc2o1)c1cccnc1	-12	-21	0	4.2	0
39	COc1ccccc1CCNC(=O)CCNS(=O)(=O)c1ccc(NC(C)=O)cc1	5	1	-1	-0.2	8
40	O=C(CSc1cccc[n+]1[O-])NCCCc1ccccc1	-15	27	1	-5.8	-2

cpd	PKA-R2B act	HTR5A inv ctr	Arrestin-AP2 inh	DSG3 Ab inh	V-ATPase pH
31	-5	11	-10	91	5
32	4	8	0	114	6
33	-4	-2	11	98	0
34	-6	13	12	109	-1
35	4	-5	-9	103	-2
36	-2	.	.	97	0
37	2	-4	-3	103	1
38	0	11	23	87	1
39	1	-20	6	107	2
40	-12	5	-27	95	1

(listing goes on)
cpd	Compound	PKA-R1A act	MOR-DOR inv ag	DAGLB inh	OPRM1-OPRD1 ag	HTR5A ag
41	CCCCc1ncc(CN2CCN(Cc3ccc(C)cc3)C(CCO)C2)[nH]1 (configuration not stated)	-3	4	2	-0.8	1
42	CCN1CCN(c2ccc(S(=O)(=O)N3CCOCC3)cc2NC(=O)/C=C/c2ccc(OC)c(OC)c2)CC1	-5	2	0	-0.3	-4
43	CC(C#N)(NC(=O)COC(=O)c1ccccc1NCCO)C1CC1 (configuration not stated)	-11	7	-3	-1.4	-2
44	CCN(CC)C(=O)Cn1cc(C(=O)C(=O)N2CCN(Cc3ccc4c(c3)OCO4)CC2)c2ccccc21	-11	1	-1	-0.2	-6
45	COc1ccc(/C=N/NC(=O)c2cccc(S(=O)(=O)N3CCCC3)c2)cc1O	13	4	-2	-1.0	2
46	CCOc1ccc(-c2nnc3ccc(SCC(=O)Nc4cc(C)on4)nn23)cc1	-6	9	-1	-1.9	3
47	CCS(=O)(=O)C(=C1NCCO1)S(=O)(=O)CC	-10	12	-1	-2.2	3
48	Cc1c(NC(C)C)c(=O)n(-c2ccccc2)n1C	-10	12	1	-2.2	-1
49	O=C(NCCc1ccc(F)cc1)Nc1ccccc1Cl	0	2	-6	-0.5	5
50	O=C1c2ccccc2C(=O)N1CC(O)CN1CCOCC1 (configuration not stated)	-4	16	-1	-2.8	4
51	CC(C)c1ccc2c(c1)c(SC(C)(C)C)c(CC(C)(C)C(=O)O)n2Cc1ccc(Cl)cc1	-7	-4	1	0.8	1
52	Cc1ccc(S(=O)(=O)N/N=C/c2ccc(OCC(=O)NC(C)C)cc2)cc1	-12	4	1	-0.7	3

cpd	PKA-R2B act	HTR5A inv ctr	Arrestin-AP2 inh	DSG3 Ab inh	V-ATPase pH
41	-6	10	9	106	-2
42	-4	11	-47	134	-3
43	-9	-12	7	97	4
44	-8	15	14	108	-3
45	2	-9	16	101	1
46	6	-9	18	93	-1
47	-8	0	-2	96	2
48	10	10	4	114	-2
49	-7	3	-8	108	2
50	-1	-9	9	92	-1
51	-2	-3	5	104	-1
52	-2	-11	-47	95	-1

Structural class, the compounds so far with fluorine (7)
cpd	Compound	PKA-R1A act	MOR-DOR inv ag	DAGLB inh	OPRM1-OPRD1 ag	HTR5A ag
3	Fc1ccccc1NC(=S)NCc1ccc(Cl)cc1	-6	-4	-7	0.8	6
22	COc1ccc(CN2CCNC(=O)C2CC(=O)N(C)CC2CCOCC2)c(F)c1 (configuration not stated)	-11	8	-1	-1.9	0
23	COc1ccc(NC(=O)c2ccc(COCC(F)(F)C(F)F)cc2)cc1	1	-4	-4	0.8	-1
24	Fc1cccc2sc(Nc3nc4ccccc4s3)nc12	2	-33	-6	5.7	-3
27	O=C(Nc1ccc2c(c1)OCO2)c1cnn2c1NC(c1ccco1)CC2C(F)(F)F (configuration not stated)	-5	-6	2	1.4	4
37	Cc1ccc(S(=O)(=O)N2CC(O)CC2C(=O)OCC(=O)Nc2ccc([N+](=O)[O-])cc2C(F)(F)F)cc1C (configuration not stated)	0	-9	0	2.3	0
49	O=C(NCCc1ccc(F)cc1)Nc1ccccc1Cl	0	2	-6	-0.5	5

cpd	PKA-R2B act	HTR5A inv ctr	Arrestin-AP2 inh	DSG3 Ab inh	V-ATPase pH
3	5	-26	8	101	7
22	2	-1	-13	109	-3
23	6	14	10	125	-1
24	-7	10	-3	102	0
27	0	-10	3	102	1
37	2	-4	-3	103	1
49	-7	3	-8	108	2

Screening data deposited in PubChem by several laboratories.
